Assay outcomes deposited in PubChem by National Center for Advancing Translational Sciences (NCATS).
S3 lipid droplet – qHTS Assay for Lipid Storage Modulators in Drosophila S3 Cells | Drosophila S3 cells, BODIPY lipid droplet fluorescence, 18-24 h; cells fed with added oleic acid | lipid storage change, negative = inhibition, % at the top dose, mostly 46.1 µM; hits show Potency in µM | 320,000 compounds, 0.64% hits; active = well fitted inhibition curve with a large enough effect in the signal ratio, with a control signal flat, not every such curve was filed as active; inconclusive = small, poorly fitted or top-dose-only effect, or effect the other way, or a change in a side signal; the % refers to the signal ratio
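Drosophila S3 cells loaded with oleic acid (400 uM, as added) and compounds at several concentrations; lipid droplets imaged by 488-nm laser-scanning cytometry, 500–530 nm intensity and object ratio to cell channel. Percent activity normalized to 20 uM Triacsin C.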
S3 lipid droplet cell count max – also measured in S3 lipid droplet; calls as there; cell number change, %; measured here: cell count max response;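 cells counted by Cell Tracker Red CMTPX staining in the red channel; peak over a dose series mostly up to 46.1 µM; percent activity relative to internal control wells on each plate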
* marks the source's active call; other numbers are inactive results; i = inactive; ? = inconclusive; · = not tested or not shown. % is scaled to controls: 0 for no effect and ±100 for the full control effect; potency is read from the fitted curve at half-maximal effect.

Every second line gives: S3 lipid droplet	S3 lipid droplet cell count max
O=C(CSc1nc(-c2ccc(Cl)cc2)[nH]c(=O)n1)Nc1cccc(Cl)c1
    -3.9%	6.6
Cc1ccc(-c2nnc(N3CCN(S(C)(=O)=O)CC3)c3ccccc23)cc1
    i	·
COc1ccccc1NC(=O)C(=O)NNC(=O)c1ccco1
    ?	·
Cc1nc2ccccn2c1-c1csc(Nc2cccc(C(=O)O)c2)n1
    i	15.3
CC[C@@H](C)[C@H](NC(=O)Cc1c(C)c2cc3c(C)c(C)oc3c(C)c2oc1=O)C(=O)O
    ?	·
COCCN(C(=O)CSc1nnc(-c2ccco2)n1C)c1c(N)n(CC(C)C)c(=O)[nH]c1=O
    -7.2%	8.7
O=C1CCN(Cc2ccccc2)CCN1[C@H](COc1ccccc1)c1ccccc1
    i	-13.2
CC1(C)CC2(CC(c3ccc(F)cc3)c3ccc(O)cc3O2)NC(=S)N1 (centres undefined)
    ?	·
O=C(Nc1cnc2ccccc2c1)c1ccco1
    ?	·
CC(C)(C)Nc1nc(Cl)nc(NC(C)(C)C)n1
    -0.7%	-1.0
CCN1CCc2c(sc3c2c(NCc2ccco2)nc2nnnn23)C1
    ?	·
Cc1cc(=O)oc2c(C)c(OCC(=O)N(C)C)ccc12
    ?	·
CCCCOc1ccc(S(=O)(=O)NC(=O)NCc2ccc(OCCC)cc2)cc1
    3.5%	17.5
CCC(CC)NC(=O)COC(=O)c1cc(SC)ccc1Cl
    4.0%	7.7
Cc1cc(C(=O)COC(=O)CN(C)S(=O)(=O)c2ccc(Cl)cc2)c(C)n1CC1CCCO1 (centres undefined)
    ?	·
Cc1ccc(/C=N\NC(=O)CCc2n[nH]c(=O)[nH]c2=O)o1
    1.4%	7.4
Fc1ccccc1NC(=S)N1CCCCC1
    ?	·
CCOc1cc(/C=N/N=C2/NC(=O)C(CC(=O)O)S2)ccc1OCc1ccc(Cl)cc1Cl (centres undefined)
    i	1.1
CC(=O)/C(C#N)=C1\NC(=O)C(Cc2ccc(F)cc2)S1 (centres undefined)
    ?	·
COCc1cc(=O)[nH]c2cc(NC(=O)C(C)(C)CCl)c(C)cc12
    ?	·
COc1cccc(CNc2nc3nc4c(c(=O)n3[nH]2)CCC4)c1
    0.1%	-13.7
Cc1cc(C)c(S(=O)(=O)NC(C)C)c(C)c1-n1cnnn1
    15.6%	20.1
COc1ccc(NC(=O)CS(=O)(=O)c2ccc(Br)cc2)cc1
    17.4%	9.0
CC(=O)c1cccc(N(CC(=O)NCC2CCCO2)C(=O)CCC(=O)Nc2cc(C)on2)c1 (centres undefined)
    11.6%	·
COc1ccc(/C=N/NS(=O)(=O)c2ccc(C)cc2)cc1OC(=O)c1ccccc1
    ?	·
CC(C)(C)C(=O)CN1C(=O)NC(c2ccccc2)(c2ccccc2)C1=O
    ?	·
Cc1oc(-c2ccccc2)nc1Cn1cccc1C1=NC(c2ccccc2)CO1 (centres undefined)
    18.6%	-6.3
COc1ccc2[nH]c3c(NCCN(C(C)C)C(C)C)ncnc3c2c1
    10.9%	3.4
Cc1cc(C)cc(OCC(=O)OCC(=O)N(C)CC(=O)Nc2ccc(F)cc2)c1
    ?	·
O=C(Nc1cccc(C(F)(F)F)c1)NC1CCCCC1
    ?	·
O=C(COc1ccc2ccccc2c1)N/N=C/C1CC=CCC1 (centres undefined)
    ?	·
CN(C(=O)COC(=O)c1nc(Cl)ccc1Cl)C1CCS(=O)(=O)C1 (centres undefined)
    ?	·
Cc1ccc(CN2CCN(Cc3ccc(-n4cccn4)cc3)CC2CCO)cc1 (centres undefined)
    ?	·
COc1ccc(S(=O)(=O)N2CCOCC2)cc1NC(=O)c1ccc(Cl)cc1
    20.5%	·
COc1ccc(C)cc1NC(=O)c1ccc([N+](=O)[O-])cc1[N+](=O)[O-]
    6.3%	12.7
CCOc1ccc2nc(N(CCCN(C)C)C(=O)c3ccc(S(=O)(=O)N4CCc5ccccc5C4)cc3)sc2c1
    ?	·
COc1cc(-c2nc(N)n[nH]2)cc(OC)c1OC
    ?	·
COc1ccc(CCNc2ccc(C(CC(N)=O)NC(=O)c3ccc(Br)cc3)cc2[N+](=O)[O-])cc1 (centres undefined)
    ?	·
CCOc1ccc(-c2cccc(NC(=O)c3ccc(Br)o3)c2)nn1
    ?	·
O=C(CN1C(=O)C2C3C=CC(C4CC34)C2C1=O)NCc1ccco1 (centres undefined)
    ?	·
COc1ccc([N+](=O)[O-])cc1NC(=O)c1ccc(N(Cc2ccccc2Cl)S(C)(=O)=O)cc1
    -13.8%	4.1
Cc1nn(Cc2ccccc2)c(C)c1NS(=O)(=O)c1ccccc1
    i	15.3
CCc1nc2oc3cc(OC)ccc3c(=O)c2c(=O)n1-c1ccccc1
    ?	·
Cc1ccccc1NC(=O)c1ccc(NC(=O)C2CCCO2)cc1 (centres undefined)
    ?	·
CC1=Nn2c(nc3sc4c(c3c2=O)CCCC4)SC1
    ?	·
CC(C)N(Cc1nc(-c2ccc(Cl)cc2)no1)C(=O)CCC1CCCC1
    ?	·
Cc1ccc(NC(=O)N2CCCC2C(=O)NCc2cccs2)cc1 (centres undefined)
    -0.5%	-17.0
Cc1cccc(C(=O)c2cn[nH]c2-c2ccccc2O)c1
    -2.0%	-12.4
Cn1cccc1/C=N\NC(=O)Cc1ccc(Br)c2ccccc12
    0.5%	-18.4
O=C(Cn1c(=O)sc2ccccc21)NCc1ccccn1
    20.1%	·

Random excerpt: six compounds from above, in no set order.
Every second line gives: S3 lipid droplet	S3 lipid droplet cell count max
CC(C)N(Cc1nc(-c2ccc(Cl)cc2)no1)C(=O)CCC1CCCC1
    ?	·
CCc1nc2oc3cc(OC)ccc3c(=O)c2c(=O)n1-c1ccccc1
    ?	·
Cc1ccc(NC(=O)N2CCCC2C(=O)NCc2cccs2)cc1 (centres undefined)
    -0.5%	-17.0
Cc1nn(Cc2ccccc2)c(C)c1NS(=O)(=O)c1ccccc1
    i	15.3
CC1=Nn2c(nc3sc4c(c3c2=O)CCCC4)SC1
    ?	·
COc1ccc([N+](=O)[O-])cc1NC(=O)c1ccc(N(Cc2ccccc2Cl)S(C)(=O)=O)cc1
    -13.8%	4.1

The list goes on:
Every second line gives: S3 lipid droplet	S3 lipid droplet cell count max
CCOC(=O)c1cccc(C2=CC(=O)C[C@H](c3ccc(OC)cc3)C2)c1
    i	-11.5
CN1CC(C(=O)O)Cc2c1ccc1ccccc21 (centres undefined)
    -0.3%	8.2
CCc1noc(C)c1C(=O)Nc1cccc2ncccc12
    2.31µM*	-8.6*
CCOC(=O)c1cnn(-c2nc(-c3ccccc3)cs2)c1C(F)(F)F
    5.1%	13.2
O=C(c1ccc([N+](=O)[O-])cc1)N1CCN(Cc2ccccc2[N+](=O)[O-])CC1
    -14.3%	-16.1
CCCCS(=O)(=O)N1CCCC(C(=O)NCC2CCCO2)C1 (centres undefined)
    10.0%	22.8
O=C(CCn1c(=O)[nH]c2ccccc2c1=O)N1CC=C(c2ccccc2)CC1
    6.5%	-0.3
COCCNC(=S)N/N=C/c1ccc(N2CCOCC2)cc1
    i	6.8
CCC(Sc1ccc2nnc(-c3ccc(F)cc3)n2n1)C(=O)O (centres undefined)
    -13.7%	1.4
CC1CCN(CCCCOc2ccccc2Br)CC1
    ?	·
Cc1cc(=O)n2nc(N3CCCC(C(=O)NCc4cccc(Cl)c4)C3)sc2n1 (centres undefined)
    ?	·
CC1CCN(S(=O)(=O)c2ccc3c(c2)C(=NO)c2cc(S(=O)(=O)N4CCC(C)CC4)ccc2-3)CC1
    ?	·
CCOC(=O)c1oc2ccccc2c1NC(=O)c1ccc(S(=O)(=O)N2CCCC2)cc1
    ?	·
CCC1=C(OC(=O)N(CC)CC)N2C(=O)OC(=NCC(=O)OC)[C@]2(Cc2ccccc2)[C@H]2C1=CC[C@H]1C(=O)N(c3ccccc3)C(=O)[C@H]12
    10.2%	6.6
O=C(CCNS(=O)(=O)c1cccc2nonc12)NC1CCCc2ccccc21 (centres undefined)
    ?	·
O=C(CN1CCCc2ccccc21)NC(=O)NC1CCCCC1
    ?	·
Cc1cc(NC(=O)c2ccccc2)ccc1NC(=O)Cc1ccccc1
    ?	·
O=C(Cc1nnc(NC(=O)Nc2ccccc2F)s1)NCc1ccccc1
    ?	·
O=C(CN1C(=O)CCSc2ccc(S(=O)(=O)N3CCCC3)cc21)Nc1ccccc1
    ?	·
O=C(N/N=C\C=C\c1ccco1)c1cc(-c2ccc3ccccc3c2)n[nH]1
    i	·
Cc1ccc(C(=O)O/N=C/c2c(C)nn(C)c2Cl)cc1
    ?	·
CCCN(CCC)CCCNC(=O)c1ccc(CS(=O)(=O)c2c(Cl)cccc2Cl)o1
    ?	·
O=S1(=O)CCOC[C@H](c2ccccc2)N1Cc1ccccc1
    ?	·
O=C(CCN1C(=O)C2C3C=CC(C3)C2C1=O)NC1CCCc2ccccc21 (centres undefined)
    ?	·
COc1ccc(/C=C2/SC(=O)NC2=O)cc1
    2.4%	8.0
CCSCCOC(=O)C1=C(C)N(C)C(=O)NC1c1ccc2c(c1)OCO2 (centres undefined)
    i	-0.3
O=C1CC(Cc2ccccc2)C(=O)N1c1ncccn1 (centres undefined)
    0.0%	1.7
CC1CCc2sc3ncn4nc(C(=O)NCc5ccco5)nc4c3c2C1 (centres undefined)
    i	·
CC(C)(C)C(=O)Cn1ncc(Cl)c(Cl)c1=O
    ?	·
COC(=O)CSc1n[nH]c(-c2cccnc2)n1
    ?	·
Cc1cccc(NC(=O)C[n+]2ccc(N(C)C)cc2)c1
    ?	·
CCOc1ccc(N2C(=O)S/C(=C\c3cccn3C)C2=O)cc1
    10.6%	25.1
COc1ccccc1CNC(=O)C1CCC(CNc2c(N3CCC(C)CC3)c(=O)c2=O)CC1 (centres undefined)
    9.8%	16.4
O=C(NNC(=O)C12CC3CC(CC(C3)C1)C2)c1ccccn1
    ?	·
CCOC(CNC(=O)c1ccc(N2CCc3ccccc32)c([N+](=O)[O-])c1)OCC
    ?	·
CCOC(=O)c1sc(NC(=O)CSc2nc3c(c(=O)n2-c2ccc(F)cc2)SCC3)c(C(=O)OCC)c1C
    ?	·
CC1(C)CC(=O)C2=C(C1)OC(c1ccncc1)C(C#N)=C2N (centres undefined)
    ?	·
COc1ccc(NC(=O)c2ccc(-c3ccc(-c4noc(C)n4)cc3C)cc2)cc1N1CCN(C)CC1
    ?	·
CC1CCCN(c2ccc(C(=O)NCc3cccs3)cn2)C1 (centres undefined)
    -8.9%	-1.1
CCc1nnc(NC(=O)COc2ccc3ccccc3c2)s1
    ?	·
CCOC(=O)c1cc(-c2ccccc2)nn1Cc1cc(CC)no1
    3.3%	-20.2
COC(=O)C1=C(C)N=C2SCCC(=O)N2C1/C=C/c1ccccc1 (centres undefined)
    14.9%	19.5
Cc1ccc(-n2[nH]c(C)c(/C=N/N3C(=O)c4cccc5cccc(c45)C3=O)c2=O)cc1
    ?	·
NC(=O)CN1C(=O)NC(c2ccccc2)(c2ccccc2)C1=O
    ?	·
Cc1ccc(S(=O)(=O)CCC(=O)OCC(=O)Nc2cc(F)ccc2C)cc1
    ?	·
Cc1cc(OCC(=O)NNC(=O)c2cccnc2)cc(C)c1Cl
    ?	·
COC(=O)c1ccccc1NC(=O)CN(Cc1ccc(Cl)cc1)S(C)(=O)=O
    ?	·
CCSc1nnc(NC(=O)C(CC)Oc2ccccc2)s1 (centres undefined)
    ?	·
COc1ccc(-c2noc(-c3ccccc3-c3ccccc3)n2)cc1OC
    ?	·
O=C(OCC(=O)N1CCCC1)c1ccc(S(=O)(=O)N2CCOCC2)cc1
    ?	·

New compounds follow:
Every second line gives: S3 lipid droplet	S3 lipid droplet cell count max
COc1ccc(N2CCN(C(=O)CC3NC4CCCCC4NC3=O)CC2)cc1 (centres undefined)
    ?	·
NC(=O)Cc1nc(-c2ccc([N+](=O)[O-])cc2)cs1
    -7.6%	-23.7
CCOC(=O)[C@@H]1[C@H]2COc3cc(OC)ccc3[C@H]2N2C(=O)N(c3ccc(C(F)(F)F)cc3)C(=O)[C@@]12C
    ?	·
CCN(CC(=O)NCc1ccccc1Cl)CC(=O)Nc1c(F)cccc1F
    0.2%	9.8
Cn1c([N+](=O)[O-])cnc1COC(N)=O
    -3.9%	-2.5
OCc1cc(C(O)CNCCCCCCOCCCCc2ccccc2)ccc1O (centres undefined)
    ?	-22.1
Cc1nccn1CC(=O)N/N=C/c1ccc(O)c(O)c1
    1.7%	5.8
C[C@H](NS(=O)(=O)c1ccc2c(c1)OCCCO2)C(=O)N1CCN(c2ccc(F)cc2)CC1
    ?	·
CN(C)S(=O)(=O)c1ccc(Cl)c(NC(=O)COC(=O)/C=C/c2ccco2)c1
    ?	·
CCc1ccc2nc(N(CCCN(C)C)C(=O)c3ccc(S(=O)(=O)N4CCCC4)cc3)sc2c1
    ?	·

Not all compounds are listed; the hit share may differ from the screen's.
